# Screening data as filed in PubChem BioAssay.
# M5 PAM: human M5 muscarinic receptor positive allosteric modulators, primary screen, CHO-K1 cells, Fluo-8 calcium fluorescence | Muscarinic acetylcholine receptor M5 (Homo sapiens), P08912 | CHO-K1 hM5, ACh EC20 PAM; 0% = ACh EC20, 100% = ACh EC100 | activation, % at 3 µM | actives 0.3% (n = 360,000) | AID 624038, 2012;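 active means activation above the run cutoff, the mean activation of all test compounds plus 3 SD, cut at about 18% in these data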
# Target sequence (P08912 whole entry, looked up): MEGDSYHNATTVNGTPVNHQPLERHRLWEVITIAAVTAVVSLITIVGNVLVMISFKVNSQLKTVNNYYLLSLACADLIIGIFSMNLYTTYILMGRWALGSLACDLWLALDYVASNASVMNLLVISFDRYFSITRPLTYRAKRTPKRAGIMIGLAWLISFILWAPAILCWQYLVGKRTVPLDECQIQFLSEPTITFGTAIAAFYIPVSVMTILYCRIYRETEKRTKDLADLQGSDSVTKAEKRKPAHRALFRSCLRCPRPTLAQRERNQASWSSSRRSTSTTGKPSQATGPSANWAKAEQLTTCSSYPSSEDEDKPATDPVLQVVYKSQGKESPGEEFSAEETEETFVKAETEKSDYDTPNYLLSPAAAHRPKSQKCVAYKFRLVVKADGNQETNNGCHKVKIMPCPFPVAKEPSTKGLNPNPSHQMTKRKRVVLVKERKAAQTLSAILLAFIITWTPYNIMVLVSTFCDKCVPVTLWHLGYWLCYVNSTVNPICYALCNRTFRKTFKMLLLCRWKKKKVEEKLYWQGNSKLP
#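 Test system: CHO-K1 hM5 cells / Doses: single-point, 3 µM nominal / Times: Post-acetylcholine fluorescence recording 140 s / Technique: Fluo-8 calcium fluorescence / Measure: Max/basal fluorescence ratio as % of EC20–EC100 ACh window / Benchmarks: low control EC20 acetylcholine (0%), high control EC100 acetylcholine (100%) / Replicates: one well per compound, no replicates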
# TAAR1 ag: human TAAR1 agonists, primary screen, Fluo-8 calcium fluorescence, CHO RD-HGA16 cells. Trace amine-associated receptor 1 (Homo sapiens), Q96RJ0. actives 0.99% (n = 360,000). vehicle wells 0%, saturating PEA agonist 100%. AID 624467, 2012. activation, % at 3 µM;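 active means activation above the mean activation of all test compounds in the run plus 3 SD, cut at about 38% in these data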
#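 Signal – calcium-sensitive Fluo-8 signal, excitation 470-495, emission 515-575 nm · System – RD-HGA16 (CHO) cells co-expressing Gα16 and hTAAR1 · Incubation – 17-24 h seeding, 75 min 37 °C dye, 30 min RT · Compound dosing – 3 µM single concentration · Repeats – no replicates (n 1)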
# TAAR1 antag: human TAAR1 antagonists, primary screen, Fluo-8 calcium fluorescence, CHO RD-HGA16 cells; Trace amine-associated receptor 1 (Homo sapiens), Q96RJ0; antagonist; inhibition, % at 3 µM; actives 1.5% (n = 360,000); AID 624466, 2012;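 active means inhibition above a per-plate cutoff, the mean inhibition of test compounds on that plate plus 3 SD, cut at about 49% in these data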;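 further: 0% = DMSO plus EC80 beta-PEA response and 100% = DMSO alone without agonist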
#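 System: CHO RD-HGA16 cells bearing hTAAR1. Reagent: EC80 β-phenethylamine stimulus. Schedule: seeding 17-24 h prior, 75-min 37 °C, 30-min RT dye loading. Signal: Fluo-8 intracellular calcium dye fluorescence, real-time kinetic reads. Read-out: % inhibition from peak post-agonist over basal fluorescence ratio. Benchmarks: vehicle wells and EC80 agonist wells. Replicates: n of 1.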
# CRFBP-R2 agonist: agonists of CRF-BP/CRF-R2 complex, primary screen, cell-based, HEK293, calcium dye fluorescence, uHTS; actives 0.46% (n = 350,000); calcium dye fluorescence (FLIPR); percent of saturating CRF peptide response; activation, % at 13.2 µM; AID 588473, 2011;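 active means activation of at least 50%, plus an integration ratio under a set limit after plate pattern correction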;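 further: plate controls were neutral control wells without compound for no effect and CRF at EC100 for full effect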
# M1 PAM parental: nonselective calcium activators in parental CHO-K1 cells, primary screen, counter-screen for M1 PAM project, cell-based, Fluo-8 calcium fluorescence, full deck, 1536-well | activation, % at 3 µM | ATP EC20; 0% at ATP EC20, 100% at ATP max | actives 0.02% (n = 360,000);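 active means activation above the run cutoff, the mean activation of all test compounds plus 3 SD, cut at about 40% in these data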;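 further: peak over basal fluorescence ratio in a 140 s read after ATP addition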
# CRFR2-BP antag: antagonists of CRF-BP/CRF-R2 complex, primary screen, cell-based, HEK293, calcium dye fluorescence, uHTS; CRF-induced calcium fluorescence; inhibition, % at 11.8 µM; actives 0.59% (n = 350,000); AID 588475, 2011;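 active means inhibition of the ligand-induced calcium signal above about 50% at the single tested concentration, limit read from the data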
# CHRM5 agonist: human M5 muscarinic receptor agonists, primary screen, CHO-K1 cells, Fluo-8 calcium fluorescence | Muscarinic acetylcholine receptor M5 (Homo sapiens), P08912 | CHO-K1 hM5 cells; 0% DMSO wells, 100% maximal acetylcholine response | activation, % at 3 µM | actives 0.19% (n = 360,000) | AID 624037, 2012;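 active means activation above the run's mean over test compounds plus 3 SD, cut at about 23% in these data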;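 further: signal is peak over basal fluorescence ratio across the kinetic read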
# M5 antag: human M5 muscarinic receptor antagonists, primary screen, CHO cells, Fluo-8 calcium fluorescence; Muscarinic acetylcholine receptor M5 (Homo sapiens), P08912; CHO-hM5 cells, ACh EC80; inhibition, % at 3 µM; actives 0.59% (n = 360,000); AID 624040, 2012;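 active means inhibition above a per-plate cutoff, the mean of that plate's test compounds plus 3 SD, cut at about 27% in these data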;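 further: 0% = acetylcholine EC80 with DMSO and 100% = DMSO without agonist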
# CHRM4 PAM: human M4 muscarinic receptor positive allosteric modulators, primary screen, CHO-K1 cells, Fluo-8 calcium fluorescence. Muscarinic acetylcholine receptor M4 (Homo sapiens), P08173. CHO-K1 hM4/Gqi5, ACh EC20; 0% = ACh EC20, 100% = maximal ACh. activation, % at 3 µM. actives 0.4% (n = 360,000);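 active means activation above its plate's cutoff, the mean activation of sample wells plus 3 SD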; further: some results filed as inactive read as strong as hits
# Target sequence (P08173 whole entry, looked up): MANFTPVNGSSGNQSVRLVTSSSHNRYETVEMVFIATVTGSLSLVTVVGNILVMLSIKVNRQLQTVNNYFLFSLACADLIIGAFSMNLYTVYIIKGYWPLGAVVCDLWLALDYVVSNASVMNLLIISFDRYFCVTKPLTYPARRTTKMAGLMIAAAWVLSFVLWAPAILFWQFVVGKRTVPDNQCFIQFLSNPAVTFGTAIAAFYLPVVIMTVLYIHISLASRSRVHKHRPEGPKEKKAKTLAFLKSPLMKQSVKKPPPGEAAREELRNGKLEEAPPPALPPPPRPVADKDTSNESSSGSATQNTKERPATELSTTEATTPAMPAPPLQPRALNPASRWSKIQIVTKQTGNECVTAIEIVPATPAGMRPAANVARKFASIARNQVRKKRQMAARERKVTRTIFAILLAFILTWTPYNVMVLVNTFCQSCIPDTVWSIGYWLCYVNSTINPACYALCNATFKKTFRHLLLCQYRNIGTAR
# Numbers without * were called inactive; . = no result given.
1: Cc1ccc(S(=O)(=O)N(CC(=O)Nc2ccccc2C(=O)O)c2ccccc2)cc1
2: O=C(NN1CCOCC1)c1ccccc1Br
3: COc1ccc2cc3cc(C(=O)NCc4cccs4)oc3nc2c1
4: O=C(N/N=C/c1ccc(F)cc1)c1ccc(-n2cnnn2)cc1
5: O=C(Cc1ccc(F)cc1)NCCc1cnc[nH]1
6: CNc1ccc(Br)cc(C(=O)/C=C/c2ccc(OC)cc2OC)c1=O

screen / no.	1	2	3	4	5	6
M5 PAM	1	9	-6	-5	-9	-5
TAAR1 ag	4	17	12	3	1	5
TAAR1 antag	-26	-6	-4	-5	-9	21
CRFBP-R2 agonist	-1.3	5.2	-1.3	6.8	-0.8	0.1
M1 PAM parental	-3	19	-6	-1	2	2
CRFR2-BP antag	5	1	9	-15	5	4
CHRM5 agonist	-1	-5	-1	1	2	1
M5 antag	1	0	3	3	16	-6
CHRM4 PAM	-2	5	4	0	-11	3

7: CCOC(=O)C(NC(=O)CC)(Nc1ccccc1OC)C(F)(F)F (stereo not given)
8: OC[C@@H](O)[C@H](O)C(/C=N/Nc1ccccc1)=N\Nc1ccccc1
9: Cc1cc(C)c(NC(=O)/C(=C/c2ccco2)c2ccccc2)c(C)c1
10: CCOc1ccc(NC(=O)c2cc(Cl)nc3ccccc23)cc1
11: O=C(CSc1ccccc1)Nc1nnc(/C=C/c2ccccc2)s1
12: CNC(=O)CN(c1ccc2c(c1)OCCO2)S(C)(=O)=O

screen / no.	7	8	9	10	11	12
M5 PAM	8	-3	1	8	2	-3
TAAR1 ag	0	2	6	-2	-1	5
TAAR1 antag	-8	9	-1	6	-5	-12
CRFBP-R2 agonist	1.0	0.6	0.3	-0.6	-1.0	0.5
M1 PAM parental	23	10	9	-15	-6	-1
CRFR2-BP antag	4	-11	-12	9	-19	2
CHRM5 agonist	-2	0	-1	-2	-1	0
M5 antag	2	11	3	5	-2	-3
CHRM4 PAM	2	0	-1	3	8	-1

13: O=C(Oc1ccccc1/C=C\C(=O)c1cc2ccccc2o1)c1ccccc1
14: CC12CN3CCN(CC(C3)/C1=N/N=C/c1cccc([N+](=O)[O-])c1)C2
15: Cc1c(Br)c(C(=O)NNC(=O)c2ccc(C(C)(C)C)cc2)nn1C
16: O=C(O)CSc1c2c(nc3cc(C(=O)Nc4ccc(F)c(Cl)c4)ccc13)CCCC2
17: COc1ccc(S(=O)(=O)N2CCCCCC2)cc1NC(=O)CN1C(=O)NC(C)(c2ccccc2)C1=O (stereo not given)
18: COc1ccc(Nc2nc(NCc3ccco3)nc(N/N=C/c3ccccc3)n2)cc1

screen / no.	13	14	15	16	17	18
M5 PAM	-4	3	3	-8	-21	0
TAAR1 ag	0	1	3	0	10	-3
TAAR1 antag	2	-1	-9	-18	48	14
CRFBP-R2 agonist	0.6	-0.3	-1.4	-0.3	-0.9	-0.2
M1 PAM parental	12	-13	-3	-9	-6	17
CRFR2-BP antag	-16	23	-6	-10	15	10
CHRM5 agonist	-3	1	3	-1	2	-5
M5 antag	5	2	-3	18	12	2
CHRM4 PAM	-5	4	-10	-1	-9	4

19: CN1CCN(c2ccc3sc(-n4ccc5ccccc54)nc3c2)CC1
20: O=C(O)CSCC(=O)Nc1ccc(C2CCCCC2)cc1
21: CNC(=O)c1c(C)noc1C
22: COc1ccc(CC(=O)OCC(=O)NC2CC2)cc1
23: O=C(Nc1cccc(S(=O)(=O)N2CCOCC2)c1)c1ccc2ccccc2n1
24: Cc1ccc(NC(=O)c2cccc(S(=O)(=O)Nc3c(C)n(C)n(-c4ccccc4)c3=O)c2)cc1C

screen / no.	19	20	21	22	23	24
M5 PAM	-2	3	11	-1	-15	.
TAAR1 ag	8	9	0	2	2	4
TAAR1 antag	16	18	8	-19	-16	-6
CRFBP-R2 agonist	-0.2	3.9	0.2	0.4	0.8	-0.2
M1 PAM parental	-2	6	2	-7	-2	.
CRFR2-BP antag	-14	-4	34	9	2	0
CHRM5 agonist	-1	3	-2	6	-3	.
M5 antag	9	-7	-3	-1	15	.
CHRM4 PAM	4	1	11	2	-21	.

25: OCC1CCCN1C(=S)Nc1ccccc1 (stereo not given)
26: CN(C)S(=O)(=O)c1ccc(Cl)c(NC(=O)CN2CCc3ccccc3C2)c1
27: Cn1c(CNC(=O)c2ccc(Cl)cc2)nnc1SCC(=O)Nc1sc2c(c1C#N)CCCC2
28: NS(=O)(=O)c1ccc(NS(=O)(=O)c2cccs2)cc1
29: COc1ccc2c(CSc3nnc(-c4cccnc4)n3-c3ccccc3F)cc(=O)oc2c1
30: O=C(Nc1ccccc1C(=O)O)c1ccc(NC(=O)C2CCCO2)cc1 (stereo not given)

screen / no.	25	26	27	28	29	30
M5 PAM	9	-6	4	0	-2	1
TAAR1 ag	3	3	2	11	13	-1
TAAR1 antag	-2	18	0	-3	-6	-50
CRFBP-R2 agonist	-0.9	0.6	-0.8	0.9	-1.0	-1.5
M1 PAM parental	9	7	20	20	15	10
CRFR2-BP antag	2	-48	-53	5	-1	5
CHRM5 agonist	-2	-1	-2	1	0	-3
M5 antag	-2	12	-1	2	-4	-11
CHRM4 PAM	5	4	0	4	-1	10

# Single records, as listed above. Order of screens: M5 PAM, TAAR1 ag, TAAR1 antag, CRFBP-R2 agonist, M1 PAM parental, CRFR2-BP antag, CHRM5 agonist, M5 antag, CHRM4 PAM
# OC[C@@H](O)[C@H](O)C(/C=N/Nc1ccccc1)=N\Nc1ccccc1 across the screens: -3, 2, 9, 0.6, 10, -11, 0, 11, 0
# CN1CCN(c2ccc3sc(-n4ccc5ccccc54)nc3c2)CC1 across the screens: -2, 8, 16, -0.2, -2, -14, -1, 9, 4
# CN(C)S(=O)(=O)c1ccc(Cl)c(NC(=O)CN2CCc3ccccc3C2)c1 across the screens: -6, 3, 18, 0.6, 7, -48, -1, 12, 4
# O=C(Nc1cccc(S(=O)(=O)N2CCOCC2)c1)c1ccc2ccccc2n1 across the screens: -15, 2, -16, 0.8, -2, 2, -3, 15, -21
# CNC(=O)c1c(C)noc1C across the screens: 11, 0, 8, 0.2, 2, 34, -2, -3, 11

# The results go on.
31: COc1ccc(-c2csc(N(CCc3ccc(OC)c(OC)c3)C(=O)COc3ccccc3)n2)cc1
32: CCOc1ccc(N(CC(=O)Nc2cc(C)cc(C)c2)S(C)(=O)=O)cc1
33: Cc1ccc(S(=O)(=O)N(Cc2ccccc2)c2ccccc2C(=O)NCc2cccnc2)cc1
34: Clc1ccc(CSc2ncccn2)cc1
35: Cc1cc(C(=O)CN2C(=O)C(=O)N(Cc3ccco3)C2=O)c(C)n1CCc1ccc(F)cc1
36: COc1ccc(NC(=S)NC23CC4CC(CC(C4)C2)C3)cc1OC

screen / no.	31	32	33	34	35	36
M5 PAM	-3	-6	0	2	-9	-4
TAAR1 ag	6	0	-1	-3	48*	0
TAAR1 antag	2	-2	6	-16	7	-15
CRFBP-R2 agonist	7.2	-0.6	2.5	-3.8	0.5	-0.5
M1 PAM parental	14	-2	1	25	5	-9
CRFR2-BP antag	-6	-2	9	21	8	-7
CHRM5 agonist	1	-3	-3	-2	0	-1
M5 antag	9	0	-4	-3	11	0
CHRM4 PAM	-6	-2	0	9	-1	6

37: O=C(COC(=O)c1ccccn1)c1ccc([N+](=O)[O-])cc1
38: COC(=O)c1ccccc1NC(=O)Nc1ccc2c(c1)OCO2
39: CC(C)(C(=O)N1CCC1(C)C(=O)NS(=O)(=O)c1cccc(C#N)c1)c1ccccc1 (stereo not given)
40: O=C1NC2(CCCCCC2)C(=O)N1Cc1ccc(F)cc1Cl
41: CCOC(=O)C1CCN(C(=O)CN2C(=O)c3ccccc3Sc3ncccc32)CC1
42: COC(=O)C1=C(CN2CCCc3ccccc32)NC(=O)NC1c1ccc(F)cc1 (stereo not given)

screen / no.	37	38	39	40	41	42
M5 PAM	6	-6	-2	-2	-4	-1
TAAR1 ag	0	5	4	-6	6	2
TAAR1 antag	-8	4	-17	20	-6	-5
CRFBP-R2 agonist	-1.1	-0.4	.	-0.1	0.8	2.4
M1 PAM parental	3	11	2	-3	13	-5
CRFR2-BP antag	18	-7	.	-15	15	-5
CHRM5 agonist	-4	-2	2	-3	-2	-2
M5 antag	-2	-3	5	5	15	18
CHRM4 PAM	6	8	5	-3	3	13

43: O=C(/C=C/c1ccc(S(=O)(=O)N2CCOCC2)cc1)N1CCN(c2ccccc2)CC1
44: CCCCN1C(=O)C(CC(=O)NCCc2ccccn2)CC(C(=O)N2CCOCC2)=C1C (stereo not given)
45: CO/N=C/CC(=O)c1ccc([N+](=O)[O-])c(CS(=O)(=O)c2ccc(Cl)cc2)c1
46: Cc1nc(-c2ccc3c(c2)OCO3)cs1
47: Cc1ccc(-n2cccn2)c(CN2CCCC(C(=O)c3sccc3C)C2)c1 (stereo not given)
48: Cc1ccccc1CS(=O)(=O)CCC(=O)N1CCN(c2ccc(N3CCOCC3)nn2)CC1

screen / no.	43	44	45	46	47	48
M5 PAM	0	1	-1	-11	-13	-5
TAAR1 ag	10	25	-1	5	7	1
TAAR1 antag	-2	-2	-11	-22	-9	18
CRFBP-R2 agonist	-0.6	-1.1	-1.7	0.0	-1.3	-0.4
M1 PAM parental	14	11	8	-1	11	-16
CRFR2-BP antag	-14	-14	2	0	4	12
CHRM5 agonist	2	0	-2	-3	-9	-3
M5 antag	6	1	2	5	14	7
CHRM4 PAM	-2	3	-4	0	-13	-6

49: CC(O)CNc1nc2c(c(=O)n(Cc3cccc(Cl)c3)c(=O)n2C)n1C (stereo not given)
50: COc1c(Cl)cc(-c2noc(C)c2C(=O)NCCc2ccc(C)cc2)cc1Cl
51: CCn1c(=O)c(=O)[nH]c2cc(C(=O)NCc3ccc(F)cc3)ccc21
52: Cc1nn(C)c(C)c1NC(=O)CC12CC3CC(CC(C3)C1)C2

screen / no.	49	50	51	52
M5 PAM	7	-2	1	-1
TAAR1 ag	5	2	-2	5
TAAR1 antag	-12	-7	2	-4
CRFBP-R2 agonist	-0.9	0.4	-0.3	-0.9
M1 PAM parental	16	17	11	26
CRFR2-BP antag	2	-4	-3	11
CHRM5 agonist	1	-3	-2	-1
M5 antag	19	1	0	5
CHRM4 PAM	6	3	3	-6
